Compound activity: PubChem BioAssay, several laboratories
PfHsp40 yeast = rescue of yeast from PfHsp40 toxicity, primary screen, S. cerevisiae, ATP luminescence | hit rate 0.68% among 340,000 | growth rescue, % at 12.5 µM | AID 504582, 2011 | S. cerevisiae expressing PfHsp40, growth rescue; in the data active = growth rescue above about 28%, passing the limit was not always enough; inconclusive = no clear call, values can overlap the other calls;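 also: yeast W303a lacking pdr1 and pdr3 grown in galactose medium; growth measured after three days at 30 °C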
BoNT A protease = BoNT/A light chain protease inhibitors, primary screen, biochemical, flow cytometry, MLPCN library; hit rate 0.17% among 360,000; multiplex microsphere protease substrate cleavage; inhibition, % at 10 µM; AID 588499, 2011; also: plate controls were buffer without enzyme for full effect and enzyme alone for no effect
PrPC TRFRET = inhibitors of human cell surface prion protein PrPC, primary screen, cell-based, TR-FRET | TR-FRET read-out | hit rate 0.43% among 370,000 | inhibition, % at 13.8 µM | Major prion protein (Homo sapiens), P04156; in the data active = inhibition above about 24%; also: 0% = median of the test wells and 100% = reference compound wells
PriA SSB inh = inhibitors of Klebsiella pneumoniae PriA binding to SSB C-terminal tail, primary screen, biochemical, AlphaScreen. PriA–SSB C-terminal tail interaction (Klebsiella pneumoniae). AlphaScreen SSBct-PriA binding, biotinylated peptide. inhibition, % at 33 µM. hit rate 0.6% among 430,000; in the data active = inhibition mostly above about 37%, no sharp cut-off; inactive = mostly below about 20%;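 also: plate controls were negative control peptide for no effect and reference peptide for full effect; strong numbers were not always called active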
Y pestis TopoI = Yersinia pestis topoisomerase I inhibitors, primary screen, biochemical, cleavage product accumulation, plate reader, single point. hit rate 0.064% among 360,000. DNA topoisomerase I (Yersinia pestis CO92). Y. pestis Topo-I cleavage product accumulation. AID 504884, 2011. activity, % at 10 µM; in the data active = activity above about 50%, passing the limit was not always enough; inconclusive = no clear call, values can overlap the other calls; also: inactives centre near 2
TcdB inh = TcdB glycohydrolase inhibitors, primary screen, biochemical, single point, plate reader; hit rate 0.24% among 350,000; TcdB glycohydrolase enzymatic assay; AID 652162, 2013; inhibition, % at 9.99 µM; Toxin B (Clostridioides difficile), P18177; in the data active = inhibition above about 10%
BH1578 lux ind = inducers of Vibrio cholerae quorum light production without autoinducers, primary screen, BH1578 luxS cqsA deficient, single point | hit rate 0.16% among 350,000 | V. cholerae BH1578 lux reporter, luminescence, 6 h | activation, % at 18.7 µM; in the data active = activation mostly above about 9.7%, no sharp cut-off; inconclusive = no clear call, values can overlap the other calls; inactive = mostly below about 3.7%; also: not every result past the cut was called active; inactives centre near 0; reference of the scale not given here
Anthrax LF inh2 = Bacillus anthracis LF protease inhibitors, primary screen, biochemical, multiplex microsphere, MLPCN library; Lethal factor (Bacillus anthracis), P15917; multiplex microsphere protease cleavage assay; inhibition, % at 10 µM; hit rate 0.12% among 360,000; AID 588501, 2011; also: plate controls were buffer without enzyme for full effect and enzyme alone for no effect
SARS 3CLpro inh = SARS-CoV 3CLpro protease inhibitors, primary screen, biochemical, quenched FRET; inhibition, % at 6 µM; recombinant SARS-CoV 3CLpro, quenched FRET peptide cleavage; hit rate 0.14% among 290,000; AID 1706, 2009; in the data active = inhibition above about 12%
* marks the source's active call; other numbers are inactive results; i = inactive; ? = inconclusive; / = not tested or not shown; & = joins results of further samples. Rule as the data show it, unless noted: active = inhibition above about 30%; inconclusive = no clear call, values can overlap the other calls; inactive = below that. Only part of the results is shown; count on the stated rates, not on these rows.

SMILES	PfHsp40 yeast	BoNT A protease	PrPC TRFRET	PriA SSB inh	Y pestis TopoI	TcdB inh	BH1578 lux ind	Anthrax LF inh2	SARS 3CLpro inh
C[N+]1(C)C2CCC1CC(OC(=O)c1ccco1)C2 (stereo not given)	-0.7	-0.9	-1	-12	-2	2.0	i	-2	4
COc1ccc(-n2c(=O)c3c4c(sc3n(CC(N)=O)c2=O)CCCCC4)cc1	0.5	-0.8	9	-8	-9	0.1	-0.5	-10	-2
COCC(=O)N/N=C(\C)CC(=O)NCc1ccco1	-0.8	0.4	0	/	2	0.3	-0.2	0	2
O=S(=O)(c1cccc(Cl)c1)N1CCSc2ccccc21	0.5	-0.7	0	-27	10	-0.5	-0.6	-3	/
CN(C[C@H](Cc1ccccc1)N(C[C@H](Cc1ccccc1)N(CCC(C)(C)C)N=O)N=O)N=O	1.3	0.2	5	/	12	/	0.0	0	-1
CCc1ccc2nc(NC(=O)C3CCN(c4ncnc5sc(C)c(C)c45)CC3)sc2c1	-0.6	-0.1	2	3	-3	1.5	-0.4	8	/
CC(=O)CCC(=O)N1CCCC(CNC(=O)c2ccc(-c3ccccc3)cc2)C1 (stereo not given)	-0.6	-0.1	1	-1	19	1.2	0.3	-3	-3
CCN(CC)S(=O)(=O)c1ccc(C(=O)NCC(=O)NCc2ccc3c(c2)OCO3)cc1	/	-0.6	-2	/	-8	0.5	-1.3	3	/
CN(C)CCCN1C(=O)c2cccc3c(Br)ccc(c23)C1=O	2.2	2.8	-41	-3	-6	0.1	-0.2	7	3
O=C(CSc1ccccc1)NCCc1ccccc1	0.2	-2.0	-1	-1	-4	0.8	-0.2	-9	0
CCc1ccc(S(=O)(=O)NC(=S)NC2CCCCC2)cc1	7.5	0.2	14	13&-7	-4	0.6	-0.1	0	2
O=C(Cn1c(=O)c2ccccc2n(CC(=O)N2CCCCC2)c1=O)N1CCCCC1	1.0	-0.7	5	-16	-4	0.8	i	3	4
Cc1nn2c(c1-c1ccccc1)N=C(c1ccco1)CC2c1ccccc1 (stereo not given)	0.5	4.4	-4	28	8	/	i	-5	-8
CCCN1C(=O)/C(=C/c2c(NCCCOC(C)C)nc3c(C)cccn3c2=O)SC1=S	-0.3	15	/	-11	-4	/	i	8	-1
CC(C)CNS(=O)(=O)c1ccc(CCC(=O)N2CCN(c3ccc(F)cc3)CC2)cc1	-0.8	-0.8	2	-11	2	-0.9	i	-7	0
Cc1cc2ncn(S(=O)(=O)N(C)C)c2cc1C	-0.7	-0.1	10	-5	4	1.0	i	4	-3
Cc1ccc(NC2=C(Cl)C(=O)OC2OC(=O)c2ccco2)c(C)c1 (stereo not given)	0.0	0.6	2	-2	-5	/	/	-4	-2
Oc1ccc(NC(=S)Nc2ccc(F)cc2)cc1	-0.5	?	4	-13	-10	8.1	-0.3	-2	1
O=S(=O)(Cc1ccc(Cl)cc1)Nc1ccc2c(c1)OCO2	0.1	-0.9	4	-10	-1	1.7	-0.7	-3	-1
O=C(Cc1ccsc1)N1CCN(S(=O)(=O)c2cccc(F)c2)CC1	-0.1	-0.1	3	1	-10	3.4	-0.7	2	/
COc1ccc(NC(=O)Cn2nnc(C(=O)NCc3ccc(C)cc3)c2N)cc1OC	1.1	-0.5	-1	-4	2	0.8	-0.7	0	2
CCN(CC)S(=O)(=O)c1ccc(C(=O)NNC(=O)c2cccs2)cc1	-0.8	-1.0	9	-20	1	/	-0.2	-1	0
COc1ccccc1NC(=S)NCc1ccc(F)cc1	-0.8	-6.2	-4	-2	1	0.0	-0.2	-1	-2
COc1cccc(-n2c(SCC(N)=O)nc3c([nH]c4ccccc43)c2=O)c1	-0.7	0.4	3	3	9	/	-2.1	-1	-2
Brc1ccc(-c2nnc(Cc3ccccc3)o2)cc1	/	0.6	7	-15	20	2.2	i	-4	2
CN(CC(=O)Nc1ccccc1Cl)C(=O)C1CCN(S(=O)(=O)c2ccc3c(c2)OCCO3)CC1	0.2	3.8	-9	2	13	1.0	-10	-4	/
COc1ccc(/C=C/C(=O)c2c(O)ccc3c(C)cc(=O)oc23)cc1	-0.8	0.4	-3	-14	-2	-16	0.7	-2	1
Cc1ccc(S(=O)(=O)c2cc3c(=O)n4ccccc4nc3n(CCc3ccccc3)c2=N)cc1	1.5	0.8	-8	-6	3	0.2	-0.2	1	2
COc1ccccc1-n1c(O)c(/C=N/NC(=S)Nc2ccccc2)c(=O)[nH]c1=S	0.4	/	-3	/	-10	0.8	-0.4	/	3
COc1ccc(C(=O)OCC(=O)Nc2cccc(S(=O)(=O)NC3=NCCCCC3)c2)cc1[N+](=O)[O-]	-1.2	-0.5	2	-8	11	0.4	-0.3	-2	/

Exported with values under each structure: five of the compounds above
Every second line gives: PfHsp40 yeast | BoNT A protease | PrPC TRFRET | PriA SSB inh | Y pestis TopoI | TcdB inh | BH1578 lux ind | Anthrax LF inh2 | SARS 3CLpro inh
- Cc1cc2ncn(S(=O)(=O)N(C)C)c2cc1C
 : -0.7 | -0.1 | 10 | -5 | 4 | 1.0 | i | 4 | -3
- Cc1ccc(NC2=C(Cl)C(=O)OC2OC(=O)c2ccco2)c(C)c1 (stereo not given)
 : 0.0 | 0.6 | 2 | -2 | -5 | / | / | -4 | -2
- Oc1ccc(NC(=S)Nc2ccc(F)cc2)cc1
 : -0.5 | ? | 4 | -13 | -10 | 8.1 | -0.3 | -2 | 1
- O=S(=O)(Cc1ccc(Cl)cc1)Nc1ccc2c(c1)OCO2
 : 0.1 | -0.9 | 4 | -10 | -1 | 1.7 | -0.7 | -3 | -1
- O=C(Cc1ccsc1)N1CCN(S(=O)(=O)c2cccc(F)c2)CC1
 : -0.1 | -0.1 | 3 | 1 | -10 | 3.4 | -0.7 | 2 | /

The list goes on:
SMILES	PfHsp40 yeast	BoNT A protease	PrPC TRFRET	PriA SSB inh	Y pestis TopoI	TcdB inh	BH1578 lux ind	Anthrax LF inh2	SARS 3CLpro inh
COc1ccc(CCNC(=O)C23CCC(C)(C(=O)C2=O)C3(C)C)cc1OC (stereo not given)	-0.7	-0.1	-5	9	6	1.3	i	-1	2
O=C(Cc1ccccc1)Nc1ccc(S(=O)(=O)N2CCOCC2)cc1	-0.7	-4.4	-1	-4	-3	-0.2	-0.1	1	-6
COc1ccc(C(=O)Nc2ccccc2)cc1S(=O)(=O)Nc1cc(C)on1	-0.2	-0.2	7	-8	-5	/	-1.6	-1	1
O=C(COC(=O)c1ccccc1O)Nc1cccc2ccccc12	-0.7	/	-3	1	-4	0.5	-0.4	/	/
COc1ccc(C(=O)Nc2ccc3c(c2)nc(CN2CCN(C(C)=O)CC2)n3C)cc1	-1.5	-0.5	-4	-5	-1	/	2.6	-2	1
COc1cc(C(=O)Nc2ncccc2C)ccc1OCC(=O)N1CCOCC1	-0.9	0.3	-4	-3	5	0.4	i	-1	/
C=CCSc1ncccc1C(=O)NCc1ccc(C)cc1	1.8	1.8	3	-12	14	/	-0.2	-2	5
CCCCNC(=O)CSc1nnc(Cc2ccccc2)n1CC	-1.6	-0.4	-6	-7	1	/	-0.3	0	3
COc1ccc(-c2c(C)nn3c(NC4CCCC4)cc(C)nc23)cc1OC	0.3	-2.6	0	-14	29	3.4	1.8	0	-2
Cc1ccc(S(=O)(=O)CC(=O)NC(C)c2ccccc2)cc1 (stereo not given)	-0.2	-0.8	-2	-1	-7	-0.6	i	2	-2
CCOc1cc(/C=C2/SC(=S)N(Cc3ccccc3)C2=O)ccc1O	0.6	/	-1	27	2	-0.8	-0.7	/	-4
Cc1ccc(N=C(NO)c2nonc2N)cc1	1.0	-0.5	-1	-11	3	/	-0.4	-3	0
CCN(CC)c1ccc(/C=N/N2CCN(Cc3ccc(C)cc3)CC2)c(O)c1	0.1	-1.6	/	/	2	-1.9	-0.4	-9	0
Cc1ccc(NC(=O)CSc2nnc(N)s2)cc1S(=O)(=O)N1CCOCC1	-0.2	-1.1	-3	-19	0	-0.1	-1.4	-1	/
CCC(C)NC(=O)c1cnn2c1NC(c1cccs1)CC2C(F)(F)F (stereo not given)	-0.7	0.1	3	-5	-5	/	i	-1	5
COC(=O)C1=C(c2c(C)noc2C)C[C@@H]2CC[C@H]1N2C(=O)N1CCC(O)(c2ccc(Cl)cc2)CC1	0.9	-0.2	4	-15	21	1.6	i	-3	/
CCN(CC(=O)Nc1ccc(OC)cc1)CC(=O)Nc1cccc(C#N)c1	-0.5	-2.4	1	1	-7	1.6	i	-13	-4
CC1CCN(CCCNC(=O)c2ccc3c(=O)n(CCc4ccccc4)c(=O)[nH]c3c2)CC1	-0.6	-0.9	-3	-9	1	/	0.3	-1	1
NC(=O)NCc1ccccc1Cl	-1.1	-0.1	1	-2&-6	-7	0.7	-0.2	-7	-2
COc1ccc(/C=N/NC(=O)CCn2nc(C)cc2C)cc1	1.2	-0.7	-1	i	-7	1.0	-0.3	-10	3
O=C(NCC1CCCO1)c1ccccc1-c1nc(-c2ccccc2F)no1 (stereo not given)	0.7	-0.5	6	-3	-4	2.1	i	-2	-3
CC(C)N1C(=O)C(=O)N(CC(=O)N2CCc3ccccc32)C1=O	0.4	0.4	1	-6	6	0.8	i	-13	/
CC(=O)Nc1ccc(C(=O)OCC(=O)Nc2c(C)n(C)n(-c3ccccc3)c2=O)cc1	-1.4	-0.5	7	-1	-2	0.0	-0.7	-13	/
CCOC(=O)Cn1c(=O)cc(C)c2ccccc21	-0.5	0.1	-4	-12	1	0.8	-0.7	-3	3
CNc1nc(NCC2CCCCC2)c2sccc2n1	/	-0.4	22	/	4	1.2	i	-1	/
Cc1ccc(S(=O)(=O)/N=C(/Nc2ccccn2)c2ccc(Cl)cc2)cc1	2.0	-0.4	1	/	10	/	-0.2	-5	-4
CC(=O)c1cccc(NC(=O)c2ccc(-c3ccccc3[N+](=O)[O-])o2)c1	5.7	0.3	-6	7	3	/	-0.4	1	-183
O=C1NC(NS(=O)(=O)c2ccc(Cl)cc2)(C(F)(F)F)C(=O)N1Cc1cccnc1 (stereo not given)	2.8	-0.3	-1	-11	-5	/	-0.2	0	4
CC1(C)Cc2c(sc(NC(=O)C(=O)NCC3CCCO3)c2C(=O)O)CO1 (stereo not given)	0.7	-1.0	-8	-23	1	-1.0	-0.2	0	1
O/C(=C\c1nc2ccccc2nc1/C=C(\O)c1ccccc1)c1ccccc1	0.0	67*	/	17	1	/	i	30*	-1
O=C(c1cc(COc2cccc(C(F)(F)F)c2)on1)N1CCSCC1	-1.0	0.4	0	-10	21	1.7	-0.4	-1	2

Complete entries, looked up by structure.
CCCCNC(=O)CSc1nnc(Cc2ccccc2)n1CC in the list: PfHsp40 yeast = -1.6; BoNT A protease = -0.4; PrPC TRFRET = -6; PriA SSB inh = -7; Y pestis TopoI = 1; TcdB inh = /; BH1578 lux ind = -0.3; Anthrax LF inh2 = 0; SARS 3CLpro inh = 3
CC1CCN(CCCNC(=O)c2ccc3c(=O)n(CCc4ccccc4)c(=O)[nH]c3c2)CC1 in the list: PfHsp40 yeast = -0.6; BoNT A protease = -0.9; PrPC TRFRET = -3; PriA SSB inh = -9; Y pestis TopoI = 1; TcdB inh = /; BH1578 lux ind = 0.3; Anthrax LF inh2 = -1; SARS 3CLpro inh = 1
